Screening data from PubChem BioAssay.
IDE act – boosts human insulin-degrading enzyme activity in HEK cells; P14735; FAbeta-B cleavage, fluorescence polarization; 0% vehicle, 100% cell-free pure enzyme wells; activation, % at 5.96 µM; 340,000 compounds, 0.073% hits; AID 493087;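 active means activation above the mean of all tested compounds plus 3 SD, set per screening campaign, cut at about 17% in these data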
GalR3 antag – blocks the human galanin receptor 3 | O60755 | HEK293 GalR3-CNG cAMP membrane potential fluorescence; galR3 body fused to GalR1 C-terminus | inhibition, % at 3 µM | 360,000 compounds, 0.44% hits;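 active means inhibition above the screen-wide average plus 3 SD, cut at about 13% in these data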;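 further: forskolin and galanin both at EC90 stimulate the cells; cAMP rise reported by CNG channel membrane potential dye signal; 0% = forskolin plus galanin with DMSO and 100% = forskolin alone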
Target sequence (O60755 1-299 limits assumed): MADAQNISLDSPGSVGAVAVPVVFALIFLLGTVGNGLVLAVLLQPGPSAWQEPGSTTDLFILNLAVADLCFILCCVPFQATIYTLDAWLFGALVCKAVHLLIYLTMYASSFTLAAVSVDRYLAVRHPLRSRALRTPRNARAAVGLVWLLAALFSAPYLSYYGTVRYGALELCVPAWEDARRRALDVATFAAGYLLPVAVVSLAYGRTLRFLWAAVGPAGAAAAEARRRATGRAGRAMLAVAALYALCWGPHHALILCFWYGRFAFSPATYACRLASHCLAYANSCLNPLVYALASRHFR
IDE inh – cellular human IDE inhibition | AID 434962 | HEK cells, FAbetaB cleavage, fluorescence polarization | P14735 | 320,000 compounds, 0.41% hits | inhibition, % at 5.59 µM;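 active means percent inhibition above the average of all tested compounds plus 3 SD, set per screening campaign, cut at about 16% in these data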;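 further: IDE supplied by intact live HEK cells; FP after avidin binding of uncleaved biotin substrate so inhibition keeps polarization high; 0% = DMSO wells and 100% = 60 µM reference IDE inhibitor Ii1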
PHOSPHO1 inh – inhibitors of human PHOSPHO1 phosphatase | Q8TCT1 | recombinant PHOSPHO1, absorbance phosphatase assay | inhibition, % at 13.3 µM | 290,000 compounds, 1.1% hits; in the data active means inhibition above about 60%
Target sequence (Q8TCT1 whole entry, looked up): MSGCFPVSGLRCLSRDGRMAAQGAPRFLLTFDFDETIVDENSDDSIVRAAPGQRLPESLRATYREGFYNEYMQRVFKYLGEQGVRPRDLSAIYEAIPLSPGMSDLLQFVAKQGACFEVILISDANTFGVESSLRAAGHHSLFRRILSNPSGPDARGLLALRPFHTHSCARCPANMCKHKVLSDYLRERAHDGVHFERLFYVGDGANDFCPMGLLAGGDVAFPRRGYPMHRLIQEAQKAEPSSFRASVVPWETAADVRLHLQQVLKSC
CRFR2-BP antag – CRF-BP/CRF-R2 complex antagonism. HEK293 CRF-R2/CRF-BP, CRF-induced calcium fluorescence. inhibition, % at 11.8 µM. 350,000 compounds, 0.59% hits. AID 588475;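 active means inhibition of the ligand-induced calcium signal above about 50% at the single tested concentration, limit read from the data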
p-CIP stab down – lowers stability of the mouse p/CIP coactivator protein; Q05BA5; F442A p/CIP-EGFP cells, EGFP fluorescence, 16 h; decrease of EGFP signal, % at 10 µM; 290,000 compounds, 0.01% hits;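 active means EGFP signal decrease of at least 30% at 10 µM or well 3 SD below plate mean, unless failing retest; inactive means the rest, including hits failing retest or dose response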; further: some compounds called inactive have numbers as strong as hits; many of its hits are not listed in these tables
M4 PAM – potentiates acetylcholine response at human M4 receptor; P08173; activation, % at 3 µM; 360,000 compounds, 0.4% hits; AID 624126; CHO-K1 hM4/Gqi5, Fluo-8 calcium fluorescence, ACh EC20; 0% = ACh EC20, 100% = maximal ACh;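 active means activation above its plate's cutoff, the mean activation of sample wells plus 3 SD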; further: some results filed as inactive read as strong as hits
MEKK3 PB1 HTS – modulators (inhibitors or enhancers) of MEK5 binding to human MEKK3 PB1 domain; Q99759; 290,000 compounds, 1.4% hits; binding response (% of control), % at 10 µM; bead-based flow cytometry, Alexa488-MEK5 binding to MEKK3; actives lie on both sides; 0 = blocked by unlabeled MEK5, 100 = vehicle;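 active means binding response more than 3 SD above or below the average of its plate-row segment, actives on both sides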;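 further: Alexa488 bead fluorescence after subtracting the streptavidin-only scavenger bead signal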
CRFR2-BP ag – CRF-BP/CRF-R2 complex agonism. HEK293 CRF-R2/CRF-BP, calcium dye fluorescence (FLIPR); percent of saturating CRF peptide response. activation, % at 13.2 µM. 350,000 compounds, 0.46% hits;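 active means activation of at least 50%, plus an integration ratio under a set limit after plate pattern correction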;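 further: plate controls were neutral control wells without compound for no effect and CRF at EC100 for full effect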
* marks the source's active call; other numbers are inactive results; x = no result given.

Order of results – IDE act, GalR3 antag, IDE inh, PHOSPHO1 inh, CRFR2-BP antag, p-CIP stab down, M4 PAM, MEKK3 PB1 HTS, CRFR2-BP ag
CC(=O)COc1ccc2cc(-c3ccccc3)c(=O)oc2c1
  -2, -12, -3, 19, -18, 4, 0, 107, 1.5
Cc1ccoc1C(=O)Nc1ccc(CC(=O)O)cc1
  -1, 4, 2, -11, 8, -23, 9, 97, -0.9
Cn1c(CC(=O)NN)c(Sc2ccccc2)c2ccccc21
  1, -11, -1, 18, -3, -3, 1, 106, -0.1
Cc1ccc(-c2nc3ccccn3c2C=O)cc1
  -4, -5, 5, 10, -3, 9, 9, 92, 0.1
Cc1cccc(C(=O)NNC(=O)c2cccc(C)c2)c1
  3, 0, 5, -11, 3, -8, -1, 93, -0.7
CC(=O)OC(C)=O
  5, -2, -3, x, 9, x, 9, x, -0.9
CCOC(=O)c1ccc(NC(=O)COC(=O)c2cccc(Oc3ccccc3)c2)cc1
  4, -2, -4, -11, -8, 1, -5, 107, 7.9
CCn1c(=O)n(CC)c2cc(N3CCCC3)c(NC(=O)c3cccc(Cl)c3)cc21
  7, 4, -3, 18, 8, 0, -4, 104, -5.2
CC(C)NC(=O)CSc1ccccc1C(=O)NCc1ccc2c(c1)OCO2
  4, -3, -3, 4, 17, -9, 0, 95, -3.7
O=C(O)COc1ccc(NC(=O)c2ccc3c(c2)C(=O)N(Cc2ccccc2)C3=O)cc1
  3, -1, -3, 26, 17, 6, -1, 91, 0.0
COc1cc2c3nnc(-c4ccccc4)c-3cn(Cc3ccc(F)cc3)c2cc1OC
  2, -5, 6, 52, -7, -2, 2, 99, 12
O=C(CCCc1ccccc1)Nc1cccnc1
  2, -1, -3, 12, 1, 1, -1, 101, -1.4
CSc1nc(NNC=O)cc(Oc2ccc(NC(C)=O)cc2)n1
  4, -3, -2, 20, -3, 5, -6, 103, -2.4
Cc1[nH]c(=O)[nH]c(=O)c1CSc1nnc(CCCCCNC(=O)OC(C)(C)C)o1
  0, -2, 4, 4, -4, -10, 4, 100, 1.0
CCc1ccccc1NC(=O)CCOc1ccccc1
  3, x, -3, x, 4, -10, -8, 98, -0.4
O=C(c1ccc2c(c1)OCO2)N1CCC(Cc2ccccc2)CC1
  7, 6, -6, 2, -1, 3, 3, 103, -0.5
C/C(=N\NC(=S)NC(C)C)c1ccco1
  4, -5, -4, 27, -9, -9, -1, 102, -1.4
S=C(Nc1ccc(Br)cc1)N1CCN(c2ccccn2)CC1
  -1, -5, 1, 30, -2, -4, -5, 107, -0.3
COc1ccc(OC)c(S(=O)(=O)N2CCCC(C(=O)N3CCCCCC3)C2)c1 (configuration not stated)
  1, -2, 1, x, -7, -3, -1, 101, -1.2
O=C(/C=C/c1ccco1)N1CCCC(c2ccccc2)C1 (configuration not stated)
  -1, -6, 1, 37, -11, -12, 8, 101, 0.9
CC(/C=C1\SC(=S)N(CCCC(=O)Nc2ccc(C(=O)O)cc2)C1=O)=C\c1ccccc1
  -4, -2, -8, 16, 30, -12, -3, 78, 1.8
C/C(=N/Nc1nc(-c2ccccc2)cc(-c2ccc(F)cc2)n1)c1cccc(N)c1
  -5, -6, 1, -14, 0, 9, -3, 90, -2.0
Cc1ccc(NC(=O)CN2C(=O)NC(C)(c3ccc(Cl)cc3)C2=O)cc1 (configuration not stated)
  8, -7, 1, 26, -49, -5, -3, 102, 19
CC1CCC2=NN(C(=O)c3ccco3)C(O)(C(F)(F)F)C2C1 (configuration not stated)
  1, -1, 4, -5, 67*, 1, 8, 100, -1.2
O=C(Nc1ccccc1)N1CCCN(c2c(Cl)cncc2Cl)CC1
  6, 6, 4, 42, -9, -14, -7, 91, 0.3
CC1CCCC(C)N1CCCNC(=O)Cn1cc2c(n1)CCCC2 (configuration not stated)
  3, -2, -1, -2, 15, -6, -7, 102, 0.2
CCOc1ccc(NC(=S)N2CCC(C(=O)c3ccc(F)cc3)CC2)cc1
  1, -5, x, x, -11, x, -4, x, -1.5
CCCc1cc(=O)oc2cc(C)cc(OCC(=O)NCCN3CCOCC3)c12
  0, -3, 1, 26, 29, 2, -3, 99, -0.6
Cc1ccc(C(=O)COC(=O)c2cnccn2)cc1C
  x, x, 3, 12, x, -2, x, 102, x
COc1cc(C(=O)Nc2cccc3ncccc23)cc(OC)c1OC
  3, 3, 1, -21, 5, -10, 3, 101, 0.5

An excerpt from above in order of their number in CRFR2-BP ag, falling.
Order of results – IDE act, GalR3 antag, IDE inh, PHOSPHO1 inh, CRFR2-BP antag, p-CIP stab down, M4 PAM, MEKK3 PB1 HTS, CRFR2-BP ag
Cc1ccc(NC(=O)CN2C(=O)NC(C)(c3ccc(Cl)cc3)C2=O)cc1 (configuration not stated)
  8, -7, 1, 26, -49, -5, -3, 102, 19
CC(/C=C1\SC(=S)N(CCCC(=O)Nc2ccc(C(=O)O)cc2)C1=O)=C\c1ccccc1
  -4, -2, -8, 16, 30, -12, -3, 78, 1.8
COc1cc(C(=O)Nc2cccc3ncccc23)cc(OC)c1OC
  3, 3, 1, -21, 5, -10, 3, 101, 0.5
Cc1ccc(-c2nc3ccccn3c2C=O)cc1
  -4, -5, 5, 10, -3, 9, 9, 92, 0.1

Next results:
Order of results – IDE act, GalR3 antag, IDE inh, PHOSPHO1 inh, CRFR2-BP antag, p-CIP stab down, M4 PAM, MEKK3 PB1 HTS, CRFR2-BP ag
COc1cc(/C=N/NC(=O)c2ccccn2)ccc1OC(=O)c1ccccc1Br
  -4, -3, -2, 36, 0, -11, -5, 100, 2.4
COc1ccc(-n2nc(C(=O)NCC(=O)NCc3cccc(F)c3)c3ccccc3c2=O)cc1Cl
  -1, -7, -1, 24, 9, 3, -10, 101, -1.2
FC(F)(Cl)c1nnc2ccc(Cl)nn12
  -2, -6, -3, 32, 5, -6, 6, 101, -1.4
CC(OC(=O)c1cc2sccc2n1C)C(=O)NCCc1ccccc1 (configuration not stated)
  0, 3, 9, -6, 14, 1, 5, 100, -1.4
Cc1nc2ccccn2c1C(=O)NNC(=O)Nc1cccc(C(F)(F)F)c1
  0, -3, -1, -9, -5, 0, 1, 90, 0.7
COc1ccc(NC(=O)Nc2cccc3c2O[C@H](CN(C)C(=O)NC(C)C)[C@@H](C)CN([C@H](C)CO)C3=O)cc1
  -1, -9, 4, x, 1, x, 10, x, 0.2
CC(C)NC(=O)c1cc2c(s1)CCCC2
  2, -3, -2, 6, 11, -12, -1, 113, -1.3
CCCCCCCCCCCCCCC(O)C[N+](C)(CCO)CCO (configuration not stated)
  10, -4, x, x, 5, x, -9, x, 42
Cc1ccc(C)c(S(=O)(=O)N2CCCOC2CNC(=O)C(=O)NCCc2ccccc2)c1 (configuration not stated)
  -1, -2, 5, 51, -15, -6, -3, 98, 1.8
O=C1c2ccccc2CN1c1ccccc1
  5, -4, -1, x, 9, -6, -6, 98, -0.7
CCOC(=O)c1ccccc1NC(=O)c1cn(-c2ccc(OC)cc2)c(=O)c2ccccc12
  2, -2, 3, -5, 8, -6, -5, 99, 2.1
CCN(CC)Cc1c(O)ccc2occ(C(=O)c3ccccc3)c12
  5, -9, -2, x, 8, -4, 3, 104, -2.2
CCCN1C(=O)/C(=c2\s/c(=C3\C=Cc4ccccc4N3CC)c(=O)n2-c2ccccc2)SC1=S
  x, x, 5, -11, x, -4, x, 94, x
CC(C)(C)c1ccc(C(=O)N2CCC(C(=O)NCc3ccncc3)CC2)cc1
  4, x, 5, 10, 9, -6, -2, 103, -0.5
Cc1cc(C)c(S(=O)(=O)N2CCN(C(=O)c3ccc(-n4nc(C)c(Cl)c4C)cc3)CC2)c(C)c1
  2, 0, x, x, -2, x, -1, x, 0.9
CCC(=O)Nc1nnc(S(=O)(=O)N2CCCC2)s1
  7, 0, 0, 25, 14, -4, -6, 99, -2.4
NC1=NC2(CCCCC2)N=C(Nc2ccc(F)cc2F)N1
  1, -2, 4, 4, -5, 1, -3, 98, 0.8
CCOc1ccc(NC(=O)C2CCCN(c3c(CC)c(C)nc4ncnn34)C2)cc1 (configuration not stated)
  2, -4, -5, 43, -3, -13, -1, 104, -0.4
COC(=O)C1=C(N)OC2=C(C(=O)CC(C)(C)C2)C1c1cccs1 (configuration not stated)
  0, -2, 4, 17, 44, -26, 20*, 103, 0.9
CC(=O)c1ccc(OCC(=O)N(C)CC(=O)Nc2ccc(N3CCOCC3)cc2)cc1
  10, -5, 1, x, -3, x, 10, x, -0.8
CCOc1cc(C(=O)Nc2cc3c(cc2N2CCOCC2)n(C)c(=O)n3C)cc(OCC)c1OCC
  7, 4, -4, 30, -4, -7, -2, 102, -0.2
CCc1nc(SCC(=O)N2CCCC2)c2c(=O)n(C)c(=O)n(C)c2n1
  3, 7, -4, -29, 11, -10, 1, 104, -0.6
C=CCn1c(=O)/c(=C/c2ccc(C)o2)s/c1=C(/C#N)C(=O)c1ccccc1
  -13, -3, 10, 83*, -79, -50, 5, 99, 47
CC(C)OP(=O)(OC(C)C)C(Nc1cccc(C(=O)O)c1)c1ccccc1 (configuration not stated)
  5, x, -8, -1, -10, -11, 1, 91, 3.8
Cc1ccc(C(=O)N2CCCC(C(=O)c3ccc(Cl)cc3C)C2)cn1 (configuration not stated)
  -4, -8, -2, 18, 0, -1, -7, 99, -0.3
CSc1ccc(S(=O)(=O)N2CCC(C(=O)Nc3ccc(C(N)=O)cc3)CC2)cc1
  5, -9, 0, 12, 0, -3, 0, 98, 0.9
Cc1cc(C)c(OCCCCCn2ccnc2)c(C)c1
  0, -8, x, 25, 11, 7, -6, 106, -0.8
